High-throughput results as filed in PubChem.
TDP1 block: TDP1 (human) enzyme inhibition | 0.28% of 350,000 active | Potency, µM (highest dose often 130 µM), inactives show at the top dose activity change, negative = inhibition, most hits filed as inhibitors | AID 485290 | recombinant TDP1, AlphaScreen DNA substrate cleavage | Q9NUW8; further: nearly all actives have a fitted effect of over 40% in size
Target sequence (Q9NUW8 whole entry, looked up): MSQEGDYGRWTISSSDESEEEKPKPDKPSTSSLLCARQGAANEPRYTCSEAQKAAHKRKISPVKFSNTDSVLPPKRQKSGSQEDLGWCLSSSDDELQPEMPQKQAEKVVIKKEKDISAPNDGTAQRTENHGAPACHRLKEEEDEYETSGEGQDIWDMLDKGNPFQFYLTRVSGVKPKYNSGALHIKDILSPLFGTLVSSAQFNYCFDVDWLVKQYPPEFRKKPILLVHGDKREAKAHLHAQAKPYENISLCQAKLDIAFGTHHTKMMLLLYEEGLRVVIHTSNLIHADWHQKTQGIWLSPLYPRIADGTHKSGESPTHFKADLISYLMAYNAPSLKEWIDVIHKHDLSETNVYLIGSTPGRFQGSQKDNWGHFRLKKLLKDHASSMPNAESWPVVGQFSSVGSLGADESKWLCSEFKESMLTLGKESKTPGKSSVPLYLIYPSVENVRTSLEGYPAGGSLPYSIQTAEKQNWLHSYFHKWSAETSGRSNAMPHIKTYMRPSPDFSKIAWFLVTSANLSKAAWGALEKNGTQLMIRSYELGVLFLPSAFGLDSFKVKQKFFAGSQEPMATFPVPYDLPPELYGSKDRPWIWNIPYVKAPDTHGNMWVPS
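E. coli-derived human Tdp1, 1 nM final. Cpd preinc 15 min RT; substrate 15 nM final, 5 min RT; AS bead mix 10 ug/ml final, 10 min RT. Signal loss = tyrosine-FITC cleavage. No-enzyme wells = max signal.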
DT40 TDP1 no CPT: qHTS for Inhibitors of human tyrosyl-DNA phosphodiesterase 1 (TDP1): qHTS in cells in absence of CPT; 15% of 420,000 active; AID 686978, 2013; DT40 Tdp1-/- hTDP1 cells, no CPT, ATP luminescence, 48 h; Potency, µM (doses to about 46.2 µM), for the others: at the highest dose activity change, negative = growth inhibition, actives largely listed as inhibitors; further: nearly all actives have a fitted effect of over 55% in size
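DT40 Tdp1-/-;hTDP1 cells, no CPT (DMSO vehicle only), 400 cells/well; compounds pin-transferred; ≥48 hr, 37 °C; CellTiter-Glo 30 min RT dark, luminescence read.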
TDP1 cell CPT: DT40-hTDP1 cell growth loss with CPT; chicken DT40 Tdp1-/-;hTDP1 cells + 20 nM CPT, ATP luminescence, 48 h; Potency, µM (doses to about 46.2 µM), inactives show at the highest dose activity change, negative = growth inhibition, most hits filed as inhibitors; 12% of 420,000 active; further: nearly all actives have a fitted effect of over 55% in size
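Chicken DT40 Tdp1-/- cells stably complemented with human TDP1 were seeded at 400 cells/well in medium containing 20 nM camptothecin, exposed to pin-transferred compounds, and grown at 37 °C for at least 48 hr. Viability was read as ATP luminescence.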
An asterisk follows results filed as active; ? = inconclusive; . = no result given; & = joins results of further samples; [ ] = dose if it differs, or a comment. The call rests on the fitted dose curve; in most records, active means well fitted curve in the direction sought with a large enough effect; inconclusive means small, poorly fitted or top-dose-only effect, or another doubt; inactive means no such curve, though single readings can be large; an effect the other way counts as inactive or inconclusive. On the % scale 0 is the no-effect control and ±100 the full control effect; potency means the concentration at half of the fitted maximal effect.

Compound | DT40 TDP1 no CPT | TDP1 block | TDP1 cell CPT
CNC(=O)C(=O)Nc1cc2c3c(c1)CCN3C(=O)CC2 | 30%[activator] | 2% | -13%
Fc1ccccc1-c1n[nH]c(=S)n1/N=C/c1c[nH]c2ccccc12 | -18% | 6% | 2%
CCC(NC(=O)c1oc2ccccc2c1COC)c1ccc(OC)cc1 (configuration not stated) | ? | -5% | ?
O=C(NCc1ccccc1)C1CCN(S(=O)(=O)N2CCCCCC2)CC1 | -30% | 4%[56.1 µM] | -18%
O=c1cnnc(NCc2ccccc2)[nH]1 | -9% | 5% | -6%
CCc1ccc(CNC(=O)CCN2C(=O)COc3ccccc32)cc1 | ? | 3% | 5%
COc1ccc(-c2nn(-c3ccccc3)cc2C(=O)NC(=S)N2CCOCC2)cc1OC | ? | -2% | ?
Cc1ccc(-c2[nH]c3c(c2-c2c(-n4cccc4)n(C)c(=O)[nH]c2=O)c(=O)[nH]c(=O)n3C)cc1 | -22% | -4% | 3%
O/N=C1/CCCSc2ccccc21 | -15% | 4% | -9%
C/C(=N\NC(=O)c1cccnc1)c1ccc(Br)cc1 | -12% | 1% | -14%
O=C(c1ccccc1)c1ccc2nc(Nc3ccccc3Cl)c3nncn3c2c1 | ? | 6% | ?
COc1cccc2c(=O)cc(C)n(CC(=O)Nc3cccc(C)c3)c12 | 18µM* | 3% | ?
CCc1cc(C(=O)N2CCN(S(=O)(=O)c3ccccc3F)CC2)sc1C | -16% | -1%[56.1 µM] | -24%
COc1ccc(CCNC(=O)NCc2noc3ccc(C)cc23)c(OC)c1 | ? | 0% | -9%
COc1cc(Nc2cccc(-c3ccccc3)n2)cc(OC)c1OC | ? | . | 18µM*
Cc1onc(-c2ccccc2)c1C(=O)N1CCOCC1 | -11% | 1% | 2%
Cc1cc(NC(=O)CSc2nnnn2-c2ccc(C(C)C)cc2)no1 | ? | 0% | ?
O=C(CCN1C(=O)c2ccccc2S1(=O)=O)Nc1cccc2ccccc12 | -28% | 3% | 11%
O=C(CCN1CCOCC1)Nc1ccc(Cl)cc1 | -2% | . | -1%
CC(=O)Nc1ccc(NS(=O)(=O)c2ccc3c(c2)CCCN3C(C)=O)cc1 | 2% | 8% | 4%
COc1ccc(N(C(=O)c2cccc(OC)c2OC)C2C=CS(=O)(=O)C2)c(OC)c1 (configuration not stated) | -9% | 0% | -4%
COc1ccc(CNC(=O)c2cc(=O)c3ccccc3o2)cc1 | -29% | . | ?
CCOC(=O)CNC(=O)CSc1nnc(-c2ccccc2)c(-c2ccccc2)n1 | -22% | 0% | 3%
N#Cc1ccc(OCc2c(-c3ccccc3)nnn2CC(=O)O)cc1 | -1% | . | 7%
O=C(Cc1ccccc1)N1N=C(c2ccncc2)CC1(O)C(F)(F)F (configuration not stated) | -21% | -1% | 5%
COc1cc(N)c(Cl)cc1C(=O)CCC1CCN(CCNS(C)(=O)=O)CC1 | -14%&-14% | 11%&12% | -15%&-5%
COc1ccc(OC)c(NC(=O)c2cc(S(=O)(=O)N3CCCC3)cn2C)c1 | -18% | . | -14%
FC(F)(F)c1ccc(NC(=S)NC2CCCCC2)cc1 | 18µM* | 3% | ?
COc1ccc(NC(=O)CC2C(=O)N(c3ccc(Cl)cc3)C(=S)N2NC(=O)c2cccc(F)c2)cc1 (configuration not stated) | -14% | -3% | -19%
O=C(Cc1ccc(S(=O)(=O)N2CCOCC2)s1)Nc1nc2c(s1)CCCC2 | -21% | . | -12%

In another format: 2 of the compounds above
O=C(NCc1ccccc1)C1CCN(S(=O)(=O)N2CCCCCC2)CC1
  DT40 TDP1 no CPT: -30%	TDP1 block: 4%[56.1 µM]	TDP1 cell CPT: -18%
O=c1cnnc(NCc2ccccc2)[nH]1
  DT40 TDP1 no CPT: -9%	TDP1 block: 5%	TDP1 cell CPT: -6%

Next compounds
Compound | DT40 TDP1 no CPT | TDP1 block | TDP1 cell CPT
CCOc1ccc(OCCn2c(=S)[nH]c3c(N)ncnc32)cc1 | 0% | -3% | -22%
O=C(NCCCCc1ccccc1)NC[C@@H]1CC[C@@H](Cc2ccc(-c3ccccc3)cc2)O1 | 15µM* | -1%[56.1 µM] | 16µM*
Nn1c(SCc2ccc(F)cc2)nnc1-c1ccccn1 | -14% | -7% | -2%
CCC(=O)Oc1ccc(C2Nc3ccccc3-c3nnc(SC)nc3O2)cc1 (configuration not stated) | -23% | 0% | -7%
O=C(CC[C@H]1O[C@@H](n2ccc(=O)[nH]c2=O)[C@H](O)[C@@H]1O)NCC1CCCO1 (some centres not stated) | -2% | . | -6%
COc1ccc(OC)c(NC(=O)c2cc(-c3ccc(Cl)s3)nc3ccccc23)c1 | 15µM* | -3% | -28%
CCNc1ncc2nc(-c3cn(C)c4ccccc34)c(=O)n(CCC#N)c2n1 | 3% | . | -2%
Cc1cc(C)n(CC(=O)O)c(=O)c1[N+](=O)[O-] | 0% | 0% | 5%
Cc1cccc2c(C(=O)n3cccn3)cc(-c3ccccc3Cl)nc12 | ? | -2% | ?
CC(C)(C)Nc1nc(N)nc(Cl)n1 | ? | -6% | 13%
S=C1NC[C@H](CC2CCCCC2)N1CCCCC1CCCCC1 | ? | 5% | 16µM*
Cc1nnc(NC(=O)c2ccc(-c3ccc([N+](=O)[O-])cc3)o2)s1 | -4% | -15% | -3%
CC1(C)Cc2c(C#N)c(SCC(=O)c3ccccc3)nc(N3CCOCC3)c2CS1 | 16µM* | 8% | ?
Cc1[nH]c2ccccc2c1C(=O)CN1CCN(c2ccc(Cl)cc2)CC1 | -28% | . | 8%
CCOc1ccc(CCNC(=O)CCCc2cc(-c3ccc(OCC)cc3)on2)cc1 | -21% | 6% | -3%
COc1ccc(-c2c(C)[nH]n3c(=O)c(Cc4ccccc4)c(C)nc23)cc1OC | 18µM* | 8% | ?
COCCN(C(=O)CCCC(=O)Nc1ccccn1)C(C(=O)NC1CCCC1)c1ccc(C)cc1 (configuration not stated) | ? | 6% | -23%
COc1cc(NS(=O)(=O)c2cc(C(=O)N3CCN(C(C)=O)CC3)ccc2OC)cc(OC)c1 | 2% | 5% | -2%
O=C(Cn1cncn1)c1ccc(Cl)cc1 | -7% | . | -16%
CCN(CC(=O)NCCc1ccccc1)S(=O)(=O)c1ccc(C)cc1 | -8% | -1% | -23%
COc1ccc(CN(C)C(=O)CCN=C2NS(=O)(=O)c3ccccc32)c(OC)c1 | -3% | 0% | -20%
CS(=O)(=O)N(CC(=O)Nc1ccc2c(c1)OCO2)Cc1ccc(Cl)cc1 | -36% | 3% | ?
COc1ccc(-c2cc(C(F)(F)F)n3nc(C(=O)NCCN4CCOCC4)cc3n2)cc1 | ? | 0% | ?
COc1cc(C(C2C(=O)CC(C)(C)CC2=O)C2C(=O)CC(C)(C)CC2=O)cc(OC)c1OC | -3% | . | -4%
CCOc1ccccc1/C=N/NC(=O)c1nnn(-c2nonc2N)c1CN1CCC(C)CC1 | ? | -14% | ?
c1ccc2sc(NC3=NCN(C4CCCCC4)CN3)nc2c1 | ? | 9% | ?
COc1cc(OC)nc(Nc2nc(C(N)Cc3ccc(Cl)cc3)cs2)n1 (configuration not stated) | 15µM* | . | 23µM*
CSc1ncnc2c1ncn2CCCN1CCN(c2ncccn2)CC1 | ? | . | -6%
Cc1ccc(NC(=O)CNCc2ccccc2Cl)cc1S(=O)(=O)N(C)C | -24% | . | -16%
CC(C)(C)OC(=O)C[C@H]1C/C=C\C[C@@H](CC(=O)N[C@@H](CO)Cc2ccccc2)C(=O)NC[C@@H](c2ccccc2)OC1=O | -28% | 0% | -9%
CCC/C(=N\NC(=O)C1CCCC1)c1ccccc1 | 15% | 1%[56.1 µM] | -3%
Cc1ccccc1NC(=O)c1cc(C(=O)c2cc(Cl)ccc2O)cn(-c2ccccc2C)c1=O | 23µM* | 6% | 13µM*
COCCCn1c(=S)[nH]c2sc3c(c2c1=O)CCCS3 | 21% | 9% | 0%
Cc1cc(SCC(=O)c2ccccc2)nc(C)n1 | -23% | 2% | -25%
O=C(CNC(=O)c1cccs1)N/N=C/c1cccc(Cl)c1 | 16% | -1% | -15%
N#Cc1ccccc1-c1nc(NCCN2CCOCC2)c2ccccc2n1 | ? | . | ?
O=C(Nc1ccccc1)N1CCC(O)(c2cccc(C(F)(F)F)c2)CC1 | ? | 1% | -7%
Cc1ccc(-c2nnc(SCC(=O)N(C)C)nc2-c2ccc(C)cc2)cc1 | 23µM* | 3%[0.0935 µM] | ?
CCOC(=O)C1C(C(=O)OC)=C(C2=CCCCC2)c2ccccc2N1S(=O)(=O)C(F)(F)F (configuration not stated) | ? | -4%[56.1 µM] | ?
CCOC(=O)c1ccc(N2C(=O)c3n[nH]c(-c4ccco4)c3C2c2ccc(C(=O)OC)cc2)cc1 (configuration not stated) | 15µM* | 5% | 26µM*
CC(=O)c1cc2c(cc1NC(=O)CN1CCC(Cc3ccccc3)CC1)OCO2 | ? | -3% | ?
COc1cccc(N2C(=O)Nc3ccc(Br)cc3C2(O)C(=O)NCCCOC(C)C)c1 (configuration not stated) | -1% | . | 12%
O=C(NC1CCCCC1)c1ccc2c(c1)sc1nc(-c3ccc(F)cc3)cn12 | 15µM* | 5% | 13µM*
COc1ccc(OC)c(N(CC(=O)Nc2ccc(NC(C)=O)cc2)S(C)(=O)=O)c1 | -18% | 7% | 7%
CC1CCCCC1NC(=O)/C(C#N)=C/C=C/c1ccccc1[N+](=O)[O-] (configuration not stated) | 9.2µM* | 2% | 10µM*
CCC(=O)Nc1cccc(C(=O)OCc2cc(=O)n3nc(CC)sc3n2)c1 | ? | -6% | ?
N=c1c(C(=O)NC2CCCC2)cc2c(=O)n3ccccc3nc2n1CCCN1CCOCC1 | 10% | 0% | 14%
Cc1ccc(S(=O)(=O)N(C)C)cc1NC(=O)c1cc(=O)c2ccccc2o1 | ? | 13% | -4%
NC(=O)N/N=C/c1c(F)cccc1F | -22% | 0% | -6%
CC(=O)N1CCC(N(CCN2CCOCC2)C(=S)Nc2cc(C)ccc2C)CC1 | ? | -1% | -7%
COCCN(Cc1ccccc1)C(=O)c1cc(-c2ccc(OC)c(OC)c2)nc2ccccc12 | ? | -5% | ?
CCc1ccc(N(CC(=O)NC(C)(C)CC)C(=O)CCC(=O)Nc2nccs2)cc1 | -1% | 4% | -7%
CC(C)N1CCC1(C)C(=O)Nc1ccc2cn[nH]c2c1 (configuration not stated) | -16% | . | ?
Cc1ccc(CCNC(=O)CCn2c(=O)c3cccn3c3ccc(F)cc32)cc1 | 18µM* | 0%&0% | ?
CCOC(CNc1ncnc2c1cnn2C)OCC | -19% | -3% | -1%
O=C(O)CCNc1ccc(NCCC(=O)O)c2c1C(=O)c1ccccc1C2=O | ? | . | ?
O=c1[nH]c(CN2CCN(C/C=C/c3ccccc3)CC2)nc2ccccc12 | -26% | 9% | ?
Cc1ccccc1OCCC(=O)NNC(=O)c1ccccc1F | -17% | 0% | 4%
CC(=O)Nc1cccc(-c2ccnc3c2CC(C)(C(=O)NCc2cccs2)O3)c1 (configuration not stated) | 4.1µM* | . | ?
CC(=O)/C=C1\N(C)c2ccc(C)cc2C1(C)C | 5.2µM* | 1% | 6.5µM*

Profiles, quoted from the list. Values in the order: DT40 TDP1 no CPT	TDP1 block	TDP1 cell CPT
`COCCCn1c(=S)[nH]c2sc3c(c2c1=O)CCCS3` is listed as 21%	9%	0%
`CCOC(=O)c1ccc(N2C(=O)c3n[nH]c(-c4ccco4)c3C2c2ccc(C(=O)OC)cc2)cc1` (configuration not stated) is listed as 15µM*	5%	26µM*
`Cc1ccc(CCNC(=O)CCn2c(=O)c3cccn3c3ccc(F)cc32)cc1` is listed as 18µM*	0%&0%	?

The listing continues:
Compound | DT40 TDP1 no CPT | TDP1 block | TDP1 cell CPT
Cc1ccc2nc(Nc3ccc4[nH]c(=O)[nH]c4c3)c(-n3nc(C)cc3C)nc2c1 | ? | 2% | ?
O=C(Nc1cc(Cl)ncn1)c1ccccc1 | 14% | . | 18%
CC(Cc1ccccc1)NC(=O)c1cc2ccccc2o1 (configuration not stated) | -19% | -10% | -18%
CN(CC(=O)N1CCOCC1)S(=O)(=O)c1ccc2ccccc2c1 | 1% | . | -5%
O=C(COC(=O)c1ccc(Cl)c(S(=O)(=O)N2CCCCCC2)c1)NCc1ccccc1 | ? | . | 23µM*
COc1ccc(-c2cc(-c3ccc(OC)cc3)nc(-c3ccc4c(c3)NC(=O)CO4)c2)cc1 | ? | 4% | ?
CC(C)(C)NCC(O)COc1ccc(Br)cc1 (configuration not stated) | -4% | 0% | -19%
O=C(CC(Sc1n[nH]c(-c2ccccc2)n1)c1ccccc1)NCc1ccccc1 (configuration not stated) | ? | 4% | -27%
CCC(=O)N1CCc2cc(S(=O)(=O)CCC(=O)NCc3cccc(OC)c3)ccc21 | ? | 0%&2% | ?
Cc1cccc(N2CCN(C(=O)c3ccc(-n4cncn4)c([N+](=O)[O-])c3)CC2)c1C | -26% | 7% | 21µM*
